# Compound activity from PubChem.
# NPYLR7 agonist = activates Aedes aegypti NPYLR7 receptor; HEK293T NPYLR7/Galpha15, GCaMP6s calcium fluorescence; activation, % at 10 µM; 270,000 tested, 0.15% active; AID 1259423; in the data active means activation above about 40%;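 further: 0% = vehicle and 100% = reference agonist at the receptor; some compounds past the cut are filed as inactive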
# hcGAS inh = blocks human cGAS activity. recombinant h-cGAS, ATP depletion, Kinase-Glo luminescence. Q8N884. AID 1259398. 290,000 tested, 0.081% active. inhibition, % at 12.5 µM;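 further: 0% = vehicle reaction and 100% = reaction without DNA for no activity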
# Target sequence (Q8N884 whole entry, looked up): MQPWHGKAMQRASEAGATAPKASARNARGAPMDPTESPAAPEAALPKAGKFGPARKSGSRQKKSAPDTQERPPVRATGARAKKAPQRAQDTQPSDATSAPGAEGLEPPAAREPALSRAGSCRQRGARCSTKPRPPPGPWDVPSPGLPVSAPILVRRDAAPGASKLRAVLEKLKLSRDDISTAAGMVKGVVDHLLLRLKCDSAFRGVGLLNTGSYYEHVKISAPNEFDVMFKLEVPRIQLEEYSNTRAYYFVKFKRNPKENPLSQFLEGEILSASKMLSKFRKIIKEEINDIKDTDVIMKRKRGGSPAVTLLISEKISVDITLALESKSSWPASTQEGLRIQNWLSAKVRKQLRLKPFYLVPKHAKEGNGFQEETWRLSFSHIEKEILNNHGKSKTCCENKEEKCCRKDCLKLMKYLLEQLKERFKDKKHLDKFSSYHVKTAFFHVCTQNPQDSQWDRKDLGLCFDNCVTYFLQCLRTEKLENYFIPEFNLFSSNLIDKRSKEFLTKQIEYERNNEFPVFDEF
# mcGAS lum = mouse cGAS inhibition by luminescence | recombinant cGAS, Kinase-Glo ATP depletion luminescence | Q8C6L5 | AID 1259399 | inhibition, % at 12.5 µM | 160,000 tested, 0.15% active;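 further: 0% = negative control wells and 100% = reference inhibitor with no enzyme activity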
# An asterisk follows results filed as active; / = not tested or not shown; & = joins results of further samples. Unless noted, no stated cut-off is given here; in the data, active means inhibition above about 40%; inactive means the rest.
# Below each SMILES: NPYLR7 agonist	hcGAS inh	mcGAS lum
CCOc1cc(C2Nc3cc(C)c(C)cc3N=C3CC(C)(C)CC(=O)C32)ccc1OC(=O)C1CC1 (stereo not drawn)
 : -3	-5	-5
COc1cccc(-c2cn[nH]c2C2CCN(C(=O)CN3CCOCC3)CC2)c1
 : 2	-5	-7
O=C(OCC(=O)N1CCCCCC1)c1ccccc1C(=O)c1ccccc1
 : -1	0	-2
CC(=O)Nc1cncc(-c2ccc(CN(C)C)cc2)n1
 : 5	-13	/
CCCC1=NN2C(=N)/C(=C/c3cccc(Br)c3)C(=O)N=C2S1
 : -2	1	10
Cc1cc(-c2cc(NC3CCNCC3)nc3[nH]ccc23)c(=O)[nH]c1C
 : 53	-5	-17
Cn1ccnc1SCC(=O)c1ccccc1
 : -1	-10	/
CC(=O)OC[C@H]1O[C@@H]2C[C@@H](Nc3c(Cl)cccc32)[C@@H]1OC(C)=O
 : 9	-5	-4
Cc1cc(Oc2ccc(C(C)C)cc2)nc(SCc2ccc(F)c(F)c2)n1
 : -12	-1	-1
Cc1[nH]nc2c1C(c1ccc(Cl)cc1)CC(=O)N2 (stereo not drawn)
 : 9	-9	-7
Cc1ccc(Cc2nsc(N3CCC(CNC(=O)Nc4ccccc4F)CC3)n2)cc1
 : 16	-12	-5
CN1CCc2c(sc(N=Cc3cc(Cl)cc(Br)c3O)c2C(=O)OC(C)(C)C)C1
 : 8	20	/
CC[N+](CC)(CC)CC(=O)Nc1c(C)cccc1C
 : 3	-7	-4
CC(=NNC(=O)Cc1ccccc1)c1cccs1
 : 6	-5	-8
COc1ccccc1CN1CCC(CN(CC(C)C)C(=O)/C=C/c2ccco2)CC1
 : -1	-10	-9

# Overlap with the part before: 6 compounds, then new ones.
# Below each SMILES: NPYLR7 agonist	hcGAS inh	mcGAS lum
Cc1[nH]nc2c1C(c1ccc(Cl)cc1)CC(=O)N2 (stereo not drawn)
 : 9	-9	-7
Cc1ccc(Cc2nsc(N3CCC(CNC(=O)Nc4ccccc4F)CC3)n2)cc1
 : 16	-12	-5
CN1CCc2c(sc(N=Cc3cc(Cl)cc(Br)c3O)c2C(=O)OC(C)(C)C)C1
 : 8	20	/
CC[N+](CC)(CC)CC(=O)Nc1c(C)cccc1C
 : 3	-7	-4
CC(=NNC(=O)Cc1ccccc1)c1cccs1
 : 6	-5	-8
COc1ccccc1CN1CCC(CN(CC(C)C)C(=O)/C=C/c2ccco2)CC1
 : -1	-10	-9
COc1ccc(S(=O)(=O)NC(=O)C2(C)CCN2C(=O)Cc2ccccc2Cl)cc1 (stereo not drawn)
 : 2	-4	/
CN(C)CC(C)(C)CNC(=O)c1c2c(nc3cc(Br)ccc13)CCCC2
 : 0	-4	/
O=c1cccnn1CCCNS(=O)(=O)c1cc(C(F)(F)F)ccc1Cl
 : -9	-4	-5
COc1cc(O)c(C(=O)/C=C/c2ccccc2)c(OC)c1
 : /	-5	29
Cc1c(Cl)cccc1NC(=O)Cn1cnc2nc(N3CCOCC3)ncc2c1=O
 : -7	1	/
O=C(NCc1ccc2c(c1)OCO2)c1nn(-c2ccc(F)cc2)c2c1CCC2
 : 1	-7	/
CCn1c(SCc2cc(C(F)(F)F)ccc2F)nnc1-c1c2c(nc3ccccc13)CCC2
 : 0	-1	-5
CCNC(=O)C1(C)CCCN(C=C2N=C(c3c(C)noc3C)ON2)C1 (stereo not drawn)
 : 9	-1	-2
O=C(O)CCC(=O)N1Cc2[nH]cnc2C[C@H]1c1nc(-c2ccc(F)c(Cl)c2)no1
 : -12	-2	-5
CCC1CN(C(=O)c2c[nH]c(C)cc2=O)CCC(=O)N1Cc1ccccc1 (stereo not drawn)
 : 2	-6	/
CCc1ccc(C2COCCN2C(=O)Cc2c(C)noc2Cl)o1 (stereo not drawn)
 : 3	-14	/
CC(Cn1cncn1)NCc1cn(C)nc1-c1ccc(C2CCCCC2)cc1 (stereo not drawn)
 : 3&2	-6&-2	-4
CC(C)c1ccc(CNC(C)(C)CO)cc1
 : -2	0	/
COc1cn(CC(=O)NC(C)C)c(CSc2nnnn2C)cc1=O
 : -1	-10	-9
CCN(CC)CCN1C(=O)C(Cc2ccccc2)NC12CCN(C(=O)c1ccccc1Cl)CC2 (stereo not drawn)
 : /	-2	-3
CCC1CN(CCC(=O)N2CCN(Cc3csc(C)n3)CC2)Cc2cc(OC)ccc2O1 (stereo not drawn)
 : 25	-8	-12
CCN(CC)c1ccc(C2NC(=O)NC(C)=C2C(=O)OCC2CCCO2)cc1 (stereo not drawn)
 : -4	1	/
Cc1nc(N)ncc1-c1nnnn1-c1ccc(F)cc1
 : 6	4	/
C=CCN(CC(O)CN1CCOCC1)CC1CC(c2ccc(Cl)cc2)=NO1 (stereo not drawn)
 : -1	-3	-2
Cc1cc(NS(=O)(=O)C(F)(F)F)ccc1C(=O)NC(C)C(C)(C)C (stereo not drawn)
 : -2	-7	/
COc1cccc(Cc2nsc(Oc3ccc(CC(=O)NCCc4ccc(Cl)cc4Cl)cc3)n2)c1
 : 30	-3	-5
O=c1c2ccccc2nc2c3ccccc3c(NN=Cc3cccs3)nn12
 : -1	-3	/
C=CCn1c(SCC(=O)NCCC)nc2c([nH]c3ccccc32)c1=O
 : -5	-2	-1
CCCCCc1ccc(C(=O)Nc2ccc(N3CCC(C)CC3)c(C(=O)NC3CCCCC3)c2)cc1
 : -6	-5	-3
Fc1ccc(C=NNc2ccc3ccccc3n2)cc1F
 : 9	-7	-4
O=C(Cn1nc2c(cc1=O)CCCCC2)NCC1CCOCC1
 : /	-2	-3
COc1ccccc1-c1cccc(C(=O)N[C@H]2COC[C@@H]2OC)c1
 : 22&3	-3&-7	/
O=C(NC1CCC[C@H]1OCc1ccccc1)c1cncn1-c1ccc(-c2cc(C(F)(F)F)cc(C(F)(F)F)c2)cc1 (stereo partly drawn)
 : 11	3	-4
Cc1cc(C)c(C)c(S(=O)(=O)NCC(C)C(=O)OC(C)C)c1C (stereo not drawn)
 : 2	-8	/
COCCCN1COc2ccc3c(c2C1)O/C(=C\c1cccc(OC)c1OC)C3=O
 : 26	-2	-6

# Next part:
SMILES	NPYLR7 agonist	hcGAS inh	mcGAS lum
CC(C)OC(=O)c1cc(NC(=O)C2(Cn3ccnc3)CC2)ccc1Cl	19	-4	/
O=C(NCc1ccc(C(=O)N2CCCC2)cc1)c1cn2c(n1)CNCC2	/	1	-11
COc1ccc(-c2cc(NCc3cccnc3)nc3[nH]ccc23)cn1	1	1	/
CCOC(=O)C1=CNc2nncn2C1(O)C(F)(F)F (stereo not drawn)	3	-11&-3	/
CCCC(C)c1nc(C(N)=O)c2[nH]c(=O)n(-c3ccc(OC)c(OC)c3)c2n1 (stereo not drawn)	15	-9	/
O=c1cc(O)c2sc(Nc3ccc(F)cc3)nc2[nH]1	-5	-9	/
O=C(NCC1CCCO1)C(C1CCCC1)N1CCN(C(=O)c2ccccc2Cl)CC1 (stereo not drawn)	-6	-3	-5
O=C(c1cccc2cccc(O)c12)N1CCCCC1	0	2	/
Cc1c(F)cccc1NC(=O)CNC(C)(C)Cc1ccc(F)cc1	0	-3	1
COc1ccc(C)cc1CCNC(=O)C(C)NS(=O)(=O)c1ccccc1F (stereo not drawn)	-5	-10	/
O=C(NC(c1ccc(-c2ccccc2)cc1)c1cnccn1)C1CCN(Cc2cccc(C(F)(F)F)c2)CC1 (stereo not drawn)	3	2	-2
CC(C)CNC(=O)C(C)Sc1nnc(N2CCOCC2)n1-c1ccccc1 (stereo not drawn)	-4	-12	/
Cc1cc(C)n(CCNS(=O)(=O)CCN2C(=O)CCCC2=O)n1	13	2	/
CCCCCc1ccc(C(=O)CSc2nnc(NC(=O)COCc3ccccc3)s2)cc1	-4	-3	-9
CC1(C)CC(=O)C=C(NCCN2CCNCC2)C1	4	-2	-6
Cc1nnsc1C(=O)N1CCN(c2nc3ccc(OC(F)(F)F)cc3s2)CC1	5	-5	/
O=C(NCC(=O)N1CCCC(c2ccccc2)CC1)c1ccoc1 (stereo not drawn)	5	-7	/
Cc1cc(O)c(C(c2ccncc2)N2CCN(c3ccccc3)CC2)c(=O)n1Cc1ccccc1 (stereo not drawn)	0	1	/
O=C(NCCc1cscn1)C1(c2cccs2)CCCCC1	-22	-6	/
O=S(=O)(c1ccc2oc(=S)n(CN(Cc3ccccc3F)C3CC3)c2c1)N1CCOCC1	1	-1	-7
CCS(=O)(=O)Oc1cccc(CN(Cc2ccco2)S(=O)(=O)c2ccc(OC)cc2)c1	/	5	0
O=C(Cn1ncc(=O)c2ccccc21)Nc1cccc(Br)c1	-7	-4	/
CNc1nc2c(c(=O)[nH]c(=O)n2C)n1Cc1ccccc1Cl	-6&-3	-6&-14	-9
O=C(c1c(F)c(F)cc(F)c1F)N1CCN(c2nccc(-c3ccc(N4CCOCC4)cc3)n2)CC1	12	-7	-9
Cc1nnc(COC(=O)C(C)NC(=O)c2ccc(C(C)(C)C)cc2)o1 (stereo not drawn)	0	4	/
COC(=O)c1ccc2oc(=O)n(C3CCN(C(=O)c4cccc(C#N)c4)CC3)c2c1	24	-3	-7
COc1ccc(-c2nn(-c3ccccc3)cc2CN(C)Cc2csc(C)n2)c(F)c1	9	-7	-10
CC(NC(=O)C1(c2ccc(Cl)cc2)CCC1)c1cnn(C)c1 (stereo not drawn)	4	-7	/
Cc1ccc2nc(SCC(=O)NCc3ccc4c(c3)OCO4)nc(=O)n2c1	3	-9	-10
Cc1noc(C2CCN(C(=O)NCC3(c4cccc(Cl)c4)CCCC3)CC2)n1	-3	-9	-14
CN(CCS(=O)c1ccccc1)CC1CCCCO1 (stereo not drawn)	1	4	/
Cc1ccccc1C(=O)N1C(C(=O)NCc2cccc(C(F)(F)F)c2)COC12CCN(C(=O)c1ccco1)CC2 (stereo not drawn)	0	-6	-5
CCCOc1ccc(NC(N)=Nc2nc(C)cc(C)n2)cc1	0	-8	/
NNc1ccc2nncn2n1	-2	-5	-6
Cc1occc1C(=O)Nc1ccccc1C(=O)N1C[C@H](N(C)C)C[C@H]1CO	2	-9	-11
O=C(O)Cc1cc(=O)[nH]c(=O)[nH]1	-4	2	0
Cc1[nH]c2c(CN3CCC(N)(C(=O)O)C3)cccc2c1C (stereo not drawn)	/	-8	-12
CN(C)CC1CN(C(=O)Cc2ccsc2)CC12CCOCC2 (stereo not drawn)	/	-13	-7
CN(CC(=O)Nc1ccc(Cl)cn1)CC(=O)Nc1ccccc1Br	5	-6	-7
CC(=CC(=O)C(F)(F)F)NNC(=O)Cn1ccc(C(F)(F)F)n1	-5	-10	-8
CCSc1nnc(NC(=O)CSc2nnc(NC(=O)Cc3ccccc3)s2)s1	-4	0	/
COc1cc(Br)ccc1NC(=O)C1CCC(C(=O)O)C1 (stereo not drawn)	6	2	/
CCNC(=O)N1CCC(C(NC(=O)c2ccccc2)C(=O)N2CCOCC2)CC1 (stereo not drawn)	2	-1	-4
CCC(=O)NCC(c1c(F)cccc1Cl)N1CCOC(C)C1 (stereo not drawn)	2	-1	-1
CCc1nc2n(n1)C(=O)C(C(c1ccc(OC)c(OC)c1)N1CCc3ccccc3C1)S2 (stereo not drawn)	-7	-5	-1
CCCCc1nc(N2CCN(C(=O)C(C)(C)CCl)CC2)c2c(C)nn(-c3ccc(F)cc3)c2n1	-4	-4	-8
Cc1cc(-c2c(-c3ccccc3)ncn2CCN(C)S(C)(=O)=O)n[nH]1	3	-2	-10
CN(C(=O)c1cccc(C(=O)NC2(C#N)CCCC2)c1)c1ccccc1	8	-3	/
CCOc1ccc(-c2cc3c(=O)n(CC(=O)NCCCc4ccccc4)ccn3n2)cc1	11	-9	2
COC(=O)C1CCN(C(=O)c2cn(C)nc2OC)CC1	2	4	/
O=C(NCc1ccccc1)c1ccc2nn(CC(=O)N3CCN(c4ccccc4)CC3)c(=O)n2c1	-3	4	/
COc1ccc(S(=O)(=O)N2CCOCC2)cc1C(=O)Nc1ccc2c(c1)OCCCO2	-7	-8	/
CN(c1ccc(O)cc1)S(=O)(=O)c1cccs1	4	6	/
N#Cc1cc(C(=O)c2cc(Cl)ccc2O)c[nH]c1=O	4	2	/
O=C1C(=Cc2ccc(-c3cccc([N+](=O)[O-])c3)o2)SC(=S)N1C1CCS(=O)(=O)C1 (stereo not drawn)	-6	-5	-8
CC(C)c1nnc2n1CC(CNC1CCOC1=O)CC2 (stereo not drawn)	3	-6	/

# (continued)
SMILES	NPYLR7 agonist	hcGAS inh	mcGAS lum
CC(=O)N1c2ccccc2C2(CC(=O)N(Cc3ccccc3)C2=O)C1/C=C/c1ccccc1 (stereo not drawn)	-7	-8	/
COc1ccc(-c2cc(NC(=O)C(C)C)n(-c3ccc(C)cc3)n2)cc1	24	-3	-8
CCCC(C)n1ncc2[nH]c(C(C)CC)nc21 (stereo not drawn)	-2	-2	/
Cc1ccc(NC(=O)N(Cc2cccc(OS(=O)(=O)c3cccc(C(F)(F)F)c3)c2)CC(C)C)cc1Cl	1	-9	-5
Cc1cccc(CN2CCN(Cc3ccc(C)o3)C(CCO)C2)n1 (stereo not drawn)	-2	-5	/
O=C(NCc1ccco1)c1nn(-c2ccccc2F)c(=O)n(Cc2cccc(C(F)(F)F)c2)c1=O	/	-5	-8
O=C(CSc1nc2c([nH]c3ccccc32)c(=O)n1-c1ccc([N+](=O)[O-])cc1)N1CCCCC1	0	-6	-7
O=c1c2cc(Cl)ccc2ncn1CCOc1cccc(Br)c1	4	-5	/
CN1CCC(=C2c3ccccc3C=Cc3ccccc32)CC1	-5&-1&-3&5	-1&2&-6&-6	-4&-3
COc1ccc(Nc2nc(N3CCN(c4ccccc4OC)CC3)nc3[nH]ncc23)cc1	2	-11	/
